USP2a inh: blocks human ubiquitin-specific protease USP2a; AID 463254; O75604; 0.01% of 330,000 active; USP2 core, Ub-CHOP2 coupled fluorogenic reporter, 485/531; Potency, µM (titrated, usually from 38.3 µM), for the others: at the top dose activity change, negative = inhibition, hits mostly inhibitors;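 also: potency is read from the fitted curve at half-maximal effect; plate controls were DMSO wells for no effect and full inhibition by NEM control for full effect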
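USP2 core (10nM final) preincubated 30min RT with compound in 20mM Tris-HCl pH 8.0, 2mM CaCl2, 2mM beta-mercaptoethanol, 0.05% CHAPS; 25nM Ub-CHOP2 plus 25nM reporter substrate added, fluorescence (Ex485/Em531) read after 60min.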
uPA generation: blocks generation of uPA at the cell surface. cell surface uPA generation assay, qHTS. Potency, µM (doses to about 38.3 µM), inactives show top-dose activity change, negative = inhibition, most hits filed as inhibitors. 0.31% of 330,000 active; active = well fitted inhibition curve with a large enough effect; inconclusive = small, poorly fitted or top-dose-only effect; inactive = no such curve, though single readings can be large or run the other way; tested in mouse RAW 264.7 cells; also: potency is read from the fitted curve at half-maximal effect; nearly all actives have a fitted effect of over 55% in size
GALK inh: blocks human galactokinase activity. Purified GALK, Kinase-Glo residual ATP luminescence. Potency, µM (top dose mostly 57.5 µM), without a hit: at the highest dose activity change, negative = inhibition, usual class: inhibitors. 0.007% of 270,000 active. P51570; also: potency is read from the fitted curve at half-maximal effect
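GALK at 5 nM final was combined with compound, 35 uM ATP and 100 uM galactose in HEPES pH8.0 with MgCl2 and DTT. The reaction ran one hour at room temperature before luminescent ATP detection.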
Eya2 phos inh: blocks the phosphatase activity of human Eya2. O00167. recombinant Eya2, OMFP fluorescence dephosphorylation (OMFP is methylfluorescein phosphate). Potency, µM (highest dose often 76.9 µM), without a hit: top-dose activity, negative = inhibition, hits mostly inhibitors. 0.006% of 330,000 active. AID 488837; also: potency is read from the fitted curve at half-maximal effect
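Eya2 protein (added as 0.2 uM solution) was preincubated with compound for 10 min at ambient temperature in 50 mM HEPES pH 7.5, 50 mM NaCl, 5 uM MgCl2, 0.05% BSA, 1 mM DTT. OMFP (added at 50 uM) then reacted 10 min; fluorescence read at 485/525 nm.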
FBPA coupling cs: counter-screen for Giardia aldolase inhibitors: coupling enzyme system | AID 2472 | 0.67% of 290,000 active | coupling enzyme system counterscreen, AmpLite Red fluorescence | activity change, negative = inhibition, % at 58.2 µM, hits read low; in the data active = activity change below about -30%
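Counterscreen lacking aldolase: glyceraldehyde-3-phosphate coupling-enzyme reagent preincubated 10 min at RT with compound (at 57.5 uM final), then substrate/coupling system with AmpLite Red added; fluorescence read at 525/598 nm after 20 min RT.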
Giardia killer: kills Giardia lamblia; AID 540267; 0.15% of 340,000 active; Giardia lamblia trophozoite viability; activity change, % at 7.66 µM, hits read low; in the data active = activity change below about -80%; inconclusive = between about -30% and that limit;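 also: parasites exposed to compound for two days anaerobically before the ATP read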
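ATP-content bioluminescence gauges trophozoite survival. Cells (100/well) receive compound and incubate anaerobically for 48 hrs at 37 deg C; detection reagent follows for 15-30 min at room temperature.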
Chronic BCR inh: inhibitors of chronic active B-cell receptor signaling | ABC-DLBCL IkBa-CBG/CBR reporter, luminescence ratio, 4 h | Potency, µM (doses to about 46.1 µM), for inactives: top-dose ratio change, negative = lower green/red ratio, actives largely listed as inhibitors | 0.05% of 340,000 active | AID 493014; active = well fitted inhibition curve with a large enough effect in the signal ratio, with a control signal flat, not every such curve was filed as active; inconclusive = small, poorly fitted or top-dose-only effect, or effect the other way, or a change in a side signal; the % refers to the signal ratio;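 also: potency is read from the fitted curve at half-maximal effect; plate controls were basal doxycycline-induced cells for no effect and cells given 10 µM MG132 for full effect; MG132 reads +100%, hits lower the ratio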
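TMD8 ABC-DLBCL cells carrying doxycycline-inducible green luciferase fused to IkappaBalpha plus unfused red luciferase were exposed to compounds (up to 46 uM) for 4 hrs at 37C. Activity came from the overlap-corrected green/red luminescence ratio.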
B2AR arrestin: recruits beta-arrestin to the human beta2-adrenergic receptor | P07550 | AID 492947 | beta-arrestin recruitment to beta2AR, cell-based reporter | Potency, µM (series often up to 46.1 µM), for the others: at the highest dose activation, usual class: activators | 0.02% of 330,000 active;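 also: potency is read from the fitted curve at half-maximal effect; 0% = DMSO controls and full agonism = EC100 isoproterenol or metaproterenol; nearly all actives have a fitted effect of over 65% in size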
Target sequence (P07550 whole entry, looked up): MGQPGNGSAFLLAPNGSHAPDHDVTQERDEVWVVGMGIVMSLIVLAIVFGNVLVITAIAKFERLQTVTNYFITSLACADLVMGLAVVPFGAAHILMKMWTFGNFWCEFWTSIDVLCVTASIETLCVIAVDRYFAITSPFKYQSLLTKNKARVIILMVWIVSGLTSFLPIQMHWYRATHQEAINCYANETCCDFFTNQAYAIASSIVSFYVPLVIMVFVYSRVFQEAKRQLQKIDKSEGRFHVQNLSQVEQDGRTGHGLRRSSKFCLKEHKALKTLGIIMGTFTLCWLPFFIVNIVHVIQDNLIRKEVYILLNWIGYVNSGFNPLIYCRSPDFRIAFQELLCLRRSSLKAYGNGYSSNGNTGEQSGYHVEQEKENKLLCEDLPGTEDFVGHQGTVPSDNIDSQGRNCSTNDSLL
hERG WT inh: inhibitors of human wildtype KCNH2 potassium channel; Q12809; U2OS, BacMam KCNH2, thallium flux FluxOr; active compounds read low; activity change, % at 1.84 µM; 0.37% of 340,000 active;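 active = maximum activity change below -70%; inconclusive = maximum activity change between -70% and -50%; inactive = maximum activity change above -50%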
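U2OS cells were transduced with wild-type KCNH2 virus (2.03 x 10^8 / mL) for 4 h at room temperature, then cultured overnight at 37 C. Thallium flux was read with FluxOr dye. Rate constants were normalized to DMSO controls.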
PKM2 activator: PKM2 (human) enzyme activation. Potency, µM (doses to about 57.5 µM), without a hit: at the top dose activation, actives largely listed as activators. purified PKM2, Kinase-Glo ATP luminescence, activation; response scale: 0% is enzyme alone, no compound. 0.34% of 260,000 active. AID 1631; also: potency is read from the fitted curve at half-maximal effect; nearly all actives have a fitted effect of over 55% in size
Target sequence (P14618 whole entry, looked up): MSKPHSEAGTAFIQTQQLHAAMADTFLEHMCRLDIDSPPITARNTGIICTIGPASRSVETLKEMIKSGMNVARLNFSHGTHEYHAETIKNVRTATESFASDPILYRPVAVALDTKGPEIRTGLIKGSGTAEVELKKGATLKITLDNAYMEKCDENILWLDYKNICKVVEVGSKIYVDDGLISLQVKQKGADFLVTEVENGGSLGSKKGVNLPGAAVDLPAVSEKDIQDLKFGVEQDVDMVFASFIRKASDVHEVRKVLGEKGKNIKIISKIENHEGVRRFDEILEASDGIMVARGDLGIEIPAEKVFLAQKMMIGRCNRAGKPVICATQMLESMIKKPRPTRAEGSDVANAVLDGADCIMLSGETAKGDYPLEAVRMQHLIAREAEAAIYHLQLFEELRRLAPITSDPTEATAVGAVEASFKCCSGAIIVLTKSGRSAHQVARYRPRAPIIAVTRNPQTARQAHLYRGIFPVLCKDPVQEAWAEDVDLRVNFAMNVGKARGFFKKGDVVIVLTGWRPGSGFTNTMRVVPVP
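hPK-M2, >95% pure; 0.1 mM ADP / 0.5 mM PEP final; imidazole pH7.2 buffer w/ 7 mM MgCl2, 50 mM KCl; 1 h RT; Kinase-Glo lum. Intermediate enzyme activity for dual inhibitor/activator qHTS.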
KCNH2 3.1 block: blocks the human KCNH2 3.1 channel isoform; U2OS KCNH2 3.1, thallium flux FluxOr; active compounds read low; activity change, % (tested at about 1.8 µM); 0.95% of 340,000 active; AID 720553;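 active = maximum activity change below -70%; inconclusive = maximum activity change from -70% to -50%; inactive = maximum activity change above -50%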;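 also: thallium influx rate constant from kinetic fluorescence after stimulation buffer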
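U2OS cells transduced with KCNH2 3.1 mutant virus (1.77 x 10^8 /mL, 4 h), plated overnight at 37 C, loaded 45 min with FluxOr dye plus Red40 quencher. Thallium flux rate constant from kinetic reads after stimulation buffer, normalised to controls.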
Active calls of the source: *; ? = inconclusive; . = not tested or not shown; [ ] = another dose, or the depositor's remark. Unless noted, calls follow the shape of the dose curve; as a rule, active = well fitted curve in the direction sought with a large enough effect; inconclusive = small, poorly fitted or top-dose-only effect, or another doubt; inactive = no such curve, though single readings can be large; an effect the other way counts as inactive or inconclusive. Unless noted, % is scaled to controls: 0 for no effect and ±100 for the full control effect.

smiles	USP2a inh	uPA generation	GALK inh	Eya2 phos inh	FBPA coupling cs	Giardia killer	Chronic BCR inh	B2AR arrestin	hERG WT inh	PKM2 activator	KCNH2 3.1 block
O=C(NC1(C(F)(F)F)N=C(c2ccccc2)NC1=O)c1ccc(Cl)cc1Cl (stereo unspecified)	-1%	-4%	-1%	3%	5	-8	?	-0.2%	-6	-1%	12
COCCN=c1scc(C)n1/N=C/C1CC2C=CC1C2 (stereo unspecified)	10%	2%	-3%	21%	0	6	?	-1.0%	23	-4%	-10
COc1cccc(C2CC(c3ccccc3Cl)Nc3nc(N)nn32)c1 (stereo unspecified)	-4%	-6%	0%	-15%	1	13	-5%	0.7%	7	2%	-7
Cc1[nH]c2ccccc2c1C(=O)COC(=O)Cn1cnc2ccccc21	6%	1%	-5%	2%	2	-2	0%	0.0%	2	23%	-8
Cc1nn(C)cc1C1C2=C(CC(C)(C)CC2=O)OC2=C1C(=O)CC(C)(C)C2	-1%	-9%	1%	-4%	0	7	2%	-0.6%	-2	-2%	-8
COCCn1c(=NC(=O)c2ccc(S(=O)(=O)N3CCc4ccccc4C3)cc2)sc2cc(OC)ccc21	2%	1%	1%	-16%	0	-14	1%	-0.2%	4	-5%	0
COc1ccc(N(C)S(=O)(=O)c2cccc(C(=O)Nc3ccc(N4CCOCC4)cc3)c2)cc1	-2%	?	.	0%	.	-8	?	0.1%	-8	.	-2
COCCn1c(SCC(N)=O)nc2c(c1=O)SC(C)C2 (stereo unspecified)	1%	-10%	0%	-11%	1	11	2%	-0.8%	-2	2%	7
Cc1cc(Nc2ccc(Br)c(C)c2)n2nc(C)nc2n1	3%	7%	0%	-1%	3	-30	-5%	-0.2%	-9	4%	6
COc1ccc(C(=O)Nn2c(SCC(=O)c3ccccc3)nc3ccccc3c2=O)cc1	5%	-6%	1%	-23%	1	-16	?	0.1%	10	-7%	-25
CC(=O)Nc1ccc(OCC(O)CN2CCN(c3cc(Cl)ccc3C)CC2)cc1 (stereo unspecified)	2%	.	-2%	8%	3	-3	-29%	-0.1%	0	-3%	11
Cc1ccc(Oc2cc(NN3CCCCC3)c([N+](=O)[O-])cc2[N+](=O)[O-])c(Cl)c1	3%	5%	.	12%	0	-11	-3%	-1.1%	2	-6%	-21
O=C1CC(C(=O)Nc2ccc(Br)cc2)S/C(=N\N=C\c2ccco2)N1 (stereo unspecified)	-2%	-1%	.	0%	-3	0	3%	-0.4%	-6	-6%	0
CC(C)CC(C(=O)Nn1cnnc1)N1C(=O)c2ccccc2C1=O (stereo unspecified)	2%	17%	-3%	14%	2	-4	4%	-0.8%	-1	0%	-8
Cc1c([N+](=O)[O-])nnn1-c1cc(Cl)cc(Cl)c1	0%	0%	7%	6%	2	-11	0%	0.0%	1	-2%	8
CC(=O)c1ccc(NC(=O)CSc2ccc(-c3ccc4c(c3)OCO4)nn2)cc1	4%	0%	0%	4%	2	8	1%	-1.4%	12	-6%	31
Cc1ccc(NC(=O)CN(C)CCOc2ccccc2)c([N+](=O)[O-])c1	3%	-5%	-4%	4%	-3	-4	-2%	0.2%	10	.	4
Cc1nc2scc(C)n2c(=O)c1S(=O)(=O)Nc1ccc(F)cc1	-1%	-2%	-1%	1%	0	-12	-6%	0.6%	-8	11%	-24
CCOC(=O)C1CCCN(C(=O)COC(=O)c2cc(=O)c3ccccc3o2)C1 (stereo unspecified)	0%	2%	0%	-9%	-1	-2	2%	-0.3%	3	0%	-7
CC(C)NC(=O)CCn1ccc2cc(S(=O)(=O)N3CCCC3)ccc21	-3%	1%	8%	2%	-1	-21	-2%	0.3%	6	4%[0.46 µM]	15
CCOC(=O)c1[nH]cnc1C(=O)Nc1ccncc1	1%	-9%	-1%	-16%	2	-18	?	-0.6%	-2	0%	-4
CCCC1(C)Nc2ccccc2-c2nc3ccccc3n21 (stereo unspecified)	6%	.	3%	19%	1	7	0%	-0.3%	-16	-4%	6
Cc1ccc(CC(=O)NC2CCN(C)CC2)cc1	0%	1%	5%	-4%	3	?	1%	-0.1%	0	3%	25
COc1ccccc1NC(=O)C1CCCN(S(=O)(=O)c2ccc3c(c2)CC(C)N3C(C)=O)C1 (stereo unspecified)	2%	-2%	-7%	0%	.	-8	2%	0.3%	6	.	-10
COc1ccc(CC(=O)Nc2nc3ccccc3[nH]2)cc1	1%	2%	-2%	11%	1	5	2%	0.8%	-2	-12%	27
O=c1oc(Nc2ccccc2Cl)nc2ccccc12	6%	?	-1%	3%	-2	8	?	-0.1%	-6	-3%	5
COc1ccc(NC(=O)/C=C/c2cc(OC)c(OC)c(OC)c2)cn1	2%	0%	7%	-11%	1	1	0%	0.2%	-1	2%	23
Cc1cccc(C(=O)OC2CCOC2=O)c1C (stereo unspecified)	-1%	3%	-3%	-3%	-1	45[activator]	?	0.1%	-2	0%	-16
O=C1Nc2ccc([N+](=O)[O-])cc2OC1CCN1CCN(Cc2ccccc2)CC1 (stereo unspecified)	-1%	-2%	-1%	-1%	2	-28	5%	-0.4%	4	2%	2
CCCCCCCCNC(=O)C(CCC(=O)OCc1ccccc1)NC(C)=O (stereo unspecified)	1%	5%	-1%	-28%	7	-14	13%	0.6%	-2	5%	-3
CC(C)=CC[N+]1(C)CCCCC1	2%	-1%	-4%	4%	-1	4	8%	0.4%	-43	-4%	-8
O=C(/C=C\c1cccs1)c1c(O)ccc2ccc(=O)oc12	9%	-10%	1%	2%	-1	-29	?	-0.4%	-15	-14%	11
O=C(CSc1nc(-c2cccs2)cc(C(F)(F)F)n1)Nc1cc(OCC(F)(F)C(F)F)cc([N+](=O)[O-])c1	-5%	-2%	1%	-5%	-1	10	-3%	-0.3%	-5	-1%	-20
C=CCNC(=O)CN1N=C(c2ccc(C)cc2)CCC1=O	-1%	-1%	.	2%	1	3	0%	-0.1%	-3	.	-18
Cc1c(C(=O)Nc2cccnc2)oc2ccc(Br)cc12	-6%	-7%	5%	-12%	0	-12	?	4.5%	-8	0%[11.5 µM]	-9
Oc1ccccc1-c1nnc(SCCN2CCOCC2)n1Cc1ccccc1	0%	-7%	-3%	-21%	-3	-28	?	0.4%	-3	-11%	3
O=C(/C=C/c1ccco1)NC(=S)Nc1nc(-c2ccc(Cl)cc2)cs1	0%	1%	3%	0%	1	-19	-5%	-0.6%	17	8%	8
Cn1cnnc1SCC(=O)NC(=O)NCc1ccccc1	0%	6%	.	1%	.	-13	-1%	0.1%	-9	.	-6
COC(C[C@@H]1O[C@H]1[C@@H](O)COCc1ccccc1)OC	-2%	19%	-2%	11%	4	3	-2%	-0.4%	-3	-1%	-15
COc1cc2cc(C(=O)Nc3ccccc3)c(N)nc2cc1OC	-5%	2%	1%	0%	-3	-16	-3%	-0.6%	-1	-3%	-1
COc1ccc2cc(C#N)c(N3CCN(C(=O)c4ccccc4C)CC3)nc2c1	-8%	-2%	3%	-4%	5	-4	?	0.4%	4	2%	-6
O=C(Cc1ccccc1Cl)Nc1ccc(S(=O)(=O)Nc2nccs2)cc1	2%	-4%	-2%	0%	10	-24	1%	-0.5%	8	29%	1
Cc1cc(C(=O)Nc2ncn(Cc3ccc(F)cc3)n2)ccc1[N+](=O)[O-]	8%	-16%	-1%	11%	3	-13	-33%	-0.1%	9	-11%	24
CSc1ncc(OCc2ccccc2)c(=O)[nH]1	1%	0%	.	15%	3	4	?	0.0%	4	0%	-10
Cc1ccccc1C(=O)N1CCC(C(=O)Nc2cccc(S(=O)(=O)N3CCCCC3)c2)CC1	3%	-24%	.	-13%	.	5	0%	0.0%	-9	.	-6

Screens (PubChem)

This is a random part of the collection; overall some 2.4% were active at least once.
